Bioassay records deposited in PubChem BioAssay by National Center for Advancing Translational Sciences (NCATS).
IL-1B inflam inh – inhibitors of inflammasome signaling (IL-1 beta secretion) | activity change, % at 57.5 µM | THP-1 LPS/ATP IL-1B secretion, AlphaLISA, 16 h; hits give low values | 360,000 compounds, 4.7% hits; in the data active means activity change below about -50%; inconclusive means mostly about -30% to -49%; further: on the % scale 0 is the no-effect control and ±100 the full control effect
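THP-1 cells pretreated 1 hr with compounds (up to 57.5 uM final), then stimulated with LPS (250 ng/mL final) plus ATP (1.25 mM final); secreted IL-1B measured by AlphaLISA after 16 hr, decreased signal indicating inhibition.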
WRN inhibitor – WRN helicase (human) inhibition | Q14191 | WRN helicase unwinding, fluorescent forked duplex, kinetic | Potency, µM (doses to about 114 µM), for inactives: at the top dose activity change, negative = inhibition, actives largely listed as inhibitors | 360,000 compounds, 0.46% hits | AID 651768; further: potency means the concentration at half of the fitted maximal effect; on the % scale 0 is the no-effect control and ±100 the full control effect; nearly all actives have a fitted effect of over 55% in size
Target sequence (Q14191 whole entry, looked up): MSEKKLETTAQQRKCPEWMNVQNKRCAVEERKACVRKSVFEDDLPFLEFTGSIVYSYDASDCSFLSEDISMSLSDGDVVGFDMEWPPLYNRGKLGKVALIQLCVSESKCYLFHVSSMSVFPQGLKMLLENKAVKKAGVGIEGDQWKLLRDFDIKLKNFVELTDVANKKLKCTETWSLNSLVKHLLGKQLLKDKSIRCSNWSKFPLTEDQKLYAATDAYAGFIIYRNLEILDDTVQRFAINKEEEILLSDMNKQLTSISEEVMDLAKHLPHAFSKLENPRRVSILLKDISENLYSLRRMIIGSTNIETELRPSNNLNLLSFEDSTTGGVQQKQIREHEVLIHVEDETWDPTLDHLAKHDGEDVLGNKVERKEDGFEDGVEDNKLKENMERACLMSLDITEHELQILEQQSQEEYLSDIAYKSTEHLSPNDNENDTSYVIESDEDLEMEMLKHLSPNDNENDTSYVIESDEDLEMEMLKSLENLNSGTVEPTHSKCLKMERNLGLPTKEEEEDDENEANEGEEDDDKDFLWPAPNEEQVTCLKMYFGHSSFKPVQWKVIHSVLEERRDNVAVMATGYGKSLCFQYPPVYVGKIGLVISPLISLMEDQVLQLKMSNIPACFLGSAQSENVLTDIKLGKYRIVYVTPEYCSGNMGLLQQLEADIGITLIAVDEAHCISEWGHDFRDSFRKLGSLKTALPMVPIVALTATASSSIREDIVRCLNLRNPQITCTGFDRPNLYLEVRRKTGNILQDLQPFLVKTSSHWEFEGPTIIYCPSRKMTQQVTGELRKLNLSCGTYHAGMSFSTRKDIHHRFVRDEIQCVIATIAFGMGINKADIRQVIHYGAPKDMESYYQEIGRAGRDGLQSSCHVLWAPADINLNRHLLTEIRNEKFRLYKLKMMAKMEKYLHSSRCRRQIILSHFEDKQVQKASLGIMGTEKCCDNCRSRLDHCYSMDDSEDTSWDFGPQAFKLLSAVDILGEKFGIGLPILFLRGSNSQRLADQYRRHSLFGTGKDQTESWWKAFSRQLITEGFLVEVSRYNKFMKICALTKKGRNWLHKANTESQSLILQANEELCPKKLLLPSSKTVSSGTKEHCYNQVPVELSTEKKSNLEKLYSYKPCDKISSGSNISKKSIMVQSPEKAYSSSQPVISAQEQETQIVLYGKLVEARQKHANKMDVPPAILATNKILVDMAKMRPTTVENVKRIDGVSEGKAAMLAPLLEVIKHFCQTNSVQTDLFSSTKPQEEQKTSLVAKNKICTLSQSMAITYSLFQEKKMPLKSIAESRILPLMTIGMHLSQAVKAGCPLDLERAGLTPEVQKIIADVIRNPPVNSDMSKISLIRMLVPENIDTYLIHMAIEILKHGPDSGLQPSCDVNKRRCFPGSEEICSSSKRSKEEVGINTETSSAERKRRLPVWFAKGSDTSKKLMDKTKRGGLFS
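Kinetic red-fluorescence monitoring (525/598 nm) tracks WRN helicase activity after 100 nM fluorophore-quencher forked duplex and 2 mM ATP are added to 20 nM enzyme pretreated 15 min at room temperature with compound.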
HT1080 IDH1KD tx – kills HT-1080 cells with IDH1 knockdown. HT-1080 IDH1 knockdown viability, ATP luminescence, 48 h. Potency, µM (top dose mostly 46.1 µM), inactives show at the highest dose activity, negative = toxicity, usual class: cytotoxic. 360,000 compounds, 2% hits. AID 686971;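 further: potency means the concentration at half of the fitted maximal effect; 0% = DMSO wells and -100% = cell-free medium wells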
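Knockdown cells (IDH1KD HT-1080) received compounds 2 h after plating at 750 cells/well and were kept 48 h at 37 °C in 5% FBS RPMI. A CellTiter-Glo luminescence read gave % activity for curve fitting.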
KB-V1 cytotox – kills drug-selected multidrug resistant KB-V1 cells; KB-V1 MDR cells viability, CellTiter-Glo, 72 h; Potency, µM (series often up to 46.1 µM), for inactives: at the highest dose activity change, negative = cytotoxicity, most hits filed as cytotoxic; 400,000 compounds, 3.4% hits; AID 1347076; further: potency means the concentration at half of the fitted maximal effect; on the % scale 0 is the no-effect control and ±100 the full control effect; nearly all actives have a fitted effect of over 60% in size
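KB-V1 cells (P-gp-expressing MDR subline of KB-3-1) in phenol-red-free DMEM with 10% FBS were exposed to library compounds over a concentration series for 72 h at 37 degrees C. Viability read by CellTiter-Glo luminescence; concentration-effect curves fitted after normalization.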
MCF10A rerep – DNA re-replication induction in MCF 10a cells; 350,000 compounds, 2.9% hits; Potency, µM (top dose mostly 46.1 µM), for the others: at the highest dose activity, positive = re-replication, hits mostly activators; MCF 10A DNA re-replication, Hoechst nuclear intensity, 48 h; further: potency means the concentration at half of the fitted maximal effect; % of control where 0% means no effect; nearly all actives have a fitted effect of over 50% in size
KB-3-1 cytotox – kills parental KB-3-1 adenocarcinoma cells; Potency, µM (series often up to 46.1 µM), for the others: top-dose activity change, negative = cytotoxic, usual class: cytotoxic; KB-3-1 viability, CellTiter-Glo ATP luminescence, 72 h; 400,000 compounds, 1.4% hits; further: potency means the concentration at half of the fitted maximal effect; on the % scale 0 is the no-effect control and ±100 the full control effect; nearly all actives have a fitted effect of over 60% in size
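Viability of parental KB-3-1 cells, measured by CellTiter-Glo luminescence, followed a 72 h incubation at 37 °C with pinned compounds in phenol-red-free DMEM containing 10% FBS.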
HT1080NT lethal – kills 2HG-producing HT-1080-NT fibrosarcoma cells; Potency, µM (series often up to 46.1 µM), for inactives: top-dose activity, negative = less viability, actives largely listed as cytotoxic; 360,000 compounds, 1.6% hits; HT-1080-NT fibrosarcoma viability, CellTiter-Glo ATP luminescence, 48 h;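 further: NT is the 2HG producing partner of a matched IDH1 knockdown line; potency means the concentration at half of the fitted maximal effect; 0% = DMSO-treated cells and -100% = media-only wells without cells; nearly all actives have a fitted effect of over 55% in size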
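Viability of the 2HG-overproducing fibrosarcoma line after 48 hours of compound exposure at 37 degrees C was determined by luminescence with CellTiter-Glo, and concentration-effect curves were then fitted and categorized.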
SW480 rerep – induces DNA re-replication in SW480 colon adenocarcinoma cells | 340,000 compounds, 1.8% hits | AID 624297 | Potency, µM (titrated, usually from 46.1 µM), for the others: at the top dose re-replication activation, actives largely listed as activators | SW480 DNA re-replication, Hoechst DNA content imaging, 48 h; further: potency means the concentration at half of the fitted maximal effect; % of control where 0% means no effect; nearly all actives have a fitted effect of over 55% in size
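First, 250 cells per well were seeded. Next, compound or vehicle (23 nL) was pinned in, plates sat 48 hr at 37 C. Finally Hoechst was added for 40 min before fluorescence scanning.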
ATXN2 expr inh – inhibitors of ATXN2 expression; 360,000 compounds, 0.72% hits; AID 1745845; Potency, µM (top dose mostly 57 µM), for the others: at the highest dose activity change, negative = inhibition, hits mostly inhibitors; HEK-293 ATXN2-luciferase reporter, luminescence, 24 h; further: potency means the concentration at half of the fitted maximal effect; on the % scale 0 is the no-effect control and ±100 the full control effect; nearly all actives have a fitted effect of over 55% in size
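ATXN2-luciferase reporter cells (luciferase flanked by upstream and downstream ATXN2 gene portions) were treated 24 h at 37 °C with compounds at up to 57 uM. SteadyGlo luminescence gave expression; GF-AFC fluorescence gave viability.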
* hit, by the source's call; u = inconclusive; x = not tested or not shown; [ ] = another dose, or the depositor's remark. Unless noted, the call rests on the fitted dose curve; in most records, active means well fitted curve in the direction sought with a large enough effect; inconclusive means small, poorly fitted or top-dose-only effect, or another doubt; inactive means no such curve, though single readings can be large; an effect the other way counts as inactive or inconclusive.

Values run as follows: IL-1B inflam inh	WRN inhibitor	HT1080 IDH1KD tx	KB-V1 cytotox	MCF10A rerep	KB-3-1 cytotox	HT1080NT lethal	SW480 rerep	ATXN2 expr inh
CC(=NNC(=S)N1CCCC1)c1ccccn1
  77	12%	u	u	x	u	u	x	x
Cc1ccc2nsnc2c1S(=O)(=O)N(Cc1ccco1)Cc1cc2ccc(C)c(C)c2[nH]c1=O
  -1	-5%	5%	u	15%	-19%	9%	4%	-5%
O=C(OCC(=O)N1CCN(C(=O)c2ccco2)CC1)c1sc2ccccc2c1Cl
  16	-6%	14%	-7%	3%	-1%	0%	2%	-5%
C=C(C)Cn1c(CCNC(=O)c2ccco2)nc2ccccc21
  -16	14%	19%	0%	u	-5%	0%	12%	0%
Cc1ccc(S(=O)(=O)NCc2nc(-c3ccccc3)no2)cc1
  -6	-29%	0%	u	9%	24%	-2%	-5%	0%
CCOc1ccc(C(=O)N[C@H](C(=O)N2CCN(c3ncccn3)CC2)C(C)C)cc1
  26	7%	4%	-12%	x	-9%	4%	x	x
CCOC(=O)c1cc2c(=O)c3ccccc3oc2nc1C
  -1	-2%	-3%	-4%	4%	0%	1%	-11%	x
COc1ccc(Cl)cc1NC(=O)CN1C(=O)NC2(CCCC2)C1=O
  -10	-15%	-5%	4%	-3%	3%	-2%	u	5%
COC(=O)c1cc(C(=O)OC)cc(-n2c(C)cc(C=O)c2C)c1
  -66*	-3%	-16%	-14%	-46%[inhibitor]	-1%	0%	-37%[inhibitor]	10%
COc1cccc(/C=N/NC(=O)c2cc3c(OC)cccc3[nH]2)c1O
  69	u	u	u	0%	u	u	9.2µM*	u

Continued; it opens with the 5 that closed the last part.
Values run as follows: IL-1B inflam inh	WRN inhibitor	HT1080 IDH1KD tx	KB-V1 cytotox	MCF10A rerep	KB-3-1 cytotox	HT1080NT lethal	SW480 rerep	ATXN2 expr inh
CCOc1ccc(C(=O)N[C@H](C(=O)N2CCN(c3ncccn3)CC2)C(C)C)cc1
  26	7%	4%	-12%	x	-9%	4%	x	x
CCOC(=O)c1cc2c(=O)c3ccccc3oc2nc1C
  -1	-2%	-3%	-4%	4%	0%	1%	-11%	x
COc1ccc(Cl)cc1NC(=O)CN1C(=O)NC2(CCCC2)C1=O
  -10	-15%	-5%	4%	-3%	3%	-2%	u	5%
COC(=O)c1cc(C(=O)OC)cc(-n2c(C)cc(C=O)c2C)c1
  -66*	-3%	-16%	-14%	-46%[inhibitor]	-1%	0%	-37%[inhibitor]	10%
COc1cccc(/C=N/NC(=O)c2cc3c(OC)cccc3[nH]2)c1O
  69	u	u	u	0%	u	u	9.2µM*	u
COC(=O)c1cccc(-n2nnnc2SCC(=O)Nc2cc(C)on2)c1
  32	-4%	-2%	19%	-2%	1%	-1%	-10%	0%
Cc1cc(C)c2nc(-c3ccncc3)cc(C(=O)N3CCN(Cc4ccccc4Cl)CC3)c2c1
  -75*	3%	u	u	u	u	u	26%	-15%
CCOC(=O)C1(C)NC(c2ccco2)C2C(=O)N(c3ccc(C)cc3)C(=O)C21 (stereo not drawn)
  5	-7%	12%	3%	-19%	0%	1%	1%[9.22 µM]	2%
COc1ccc(N2CCN(C(=O)CNC(=O)c3nn(-c4ccc(OC)cc4)c(=O)c4ccccc34)CC2)cc1
  u	-1%	-5%	u	7%	-9%	-6%	2%	-23%
CC(=NNC(=O)Cn1ccc(C(F)(F)F)n1)c1ccc(-n2ccnc2)cc1
  -11	-16%	8%	4%	u	3%	-1%	-6%	3%
COc1ccc(-c2nc3ccc(Cl)cn3c2Cc2ccc(C)cc2)cc1OC
  -16	-3%	u	9%	x	0%	u	x	1%
COc1cc(/C=N/NC(=O)CC(=O)NC2CCCCC2)ccc1O
  23	2%	6%	6%	7%	7%	-9%	-8%	3%
Cc1cccc(NS(=O)(=O)c2ccc(C)c(C(N)=O)c2)c1
  31	-16%	8%	2%	-17%	-16%	4%	0%	8%[11.3 µM]
CC(=O)N1CCN(c2nc(-c3ccco3)c3c(c2C#N)CC(C)(C)SC3)CC1
  u	-25%	-1%	0%	u	-19%	-1%	12%	1%
O=C(Nc1c(-c2ccccc2)nc2sccn12)c1ccccc1
  -1	1%	-2%	-7%	0%	7%	12%	1%	2%
